# Assay outcomes: PubChem BioAssay, several laboratories
# H69AR inhibit: blocks growth of human H69AR lung tumor cells; H69AR lung tumor viability, ATP luminescence, 72 h; active compounds read low; viability, % at 10 µM; hit rate 6% among 85,000;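 active = viability at or below 40%; inactive = viability above 40%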;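 note: multidrug resistant small cell line overexpressing MRP-1 efflux transporter; 100% = mean luminescence of untreated control wells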
# ERb coact inh: ER-beta (human) coactivator binding inhibition. Q92731. TR-FRET ER-beta LBD / SRC1-Cy5 peptide binding; receptor agonist-loaded with 1 µM estradiol. inhibition, % at 25.6 µM. hit rate 1.3% among 86,000;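 active = compounds whose percent inhibition of the receptor-coactivator binding signal exceeds about 50% in the single-dose screen, limit read from the data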;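 note: 0% = receptor plus peptide wells without compound and 100% = peptide-only wells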
# Target sequence (Q92731 whole entry, looked up, the tested form may be a part): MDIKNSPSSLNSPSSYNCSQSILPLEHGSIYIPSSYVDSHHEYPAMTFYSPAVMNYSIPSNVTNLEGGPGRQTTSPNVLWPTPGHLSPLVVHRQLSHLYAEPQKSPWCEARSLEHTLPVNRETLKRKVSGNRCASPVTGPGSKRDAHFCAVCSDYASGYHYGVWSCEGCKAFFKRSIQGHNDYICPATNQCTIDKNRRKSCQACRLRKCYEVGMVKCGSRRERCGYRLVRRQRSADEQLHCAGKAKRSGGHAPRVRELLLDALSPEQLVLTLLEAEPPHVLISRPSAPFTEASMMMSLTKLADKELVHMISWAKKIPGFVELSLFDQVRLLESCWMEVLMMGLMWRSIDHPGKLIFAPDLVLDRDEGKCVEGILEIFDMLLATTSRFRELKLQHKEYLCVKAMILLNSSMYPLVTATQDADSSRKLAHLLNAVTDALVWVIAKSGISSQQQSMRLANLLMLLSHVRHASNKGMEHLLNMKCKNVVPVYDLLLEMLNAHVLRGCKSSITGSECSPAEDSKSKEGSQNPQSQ
# Fibroblast inh: blocks proliferation of human lung fibroblasts; LL 47 human lung fibroblast viability, ATP luminescence; active compounds read low; viability, % at 10 µM; hit rate 1.1% among 85,000;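 active = viability at or below 50% in the single dose screen; inactive = viability above 50%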;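 note: compound exposure lasted 72 h before the ATP readout; 100% = median luminescence of untreated cell-only wells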
#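 Test system: LL 47 human lung fibroblasts / Quantity: 1,150 cells in each well / Medium: IMEM growth medium with 15% fetal bovine serum / Incubation: 72 h compound exposure at 37 °C after overnight plating / Detection: CellTiter-Glo luminescence measuring cellular ATP / Read-out: % viability versus median cells-only luminescence / Benchmarks: cell-only wells, no compound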
# sEH act: increases human soluble epoxide hydrolase activity; P34913; purified human sEH enzymatic activity, activator screen; activation, % at 2 µM; hit rate 0.04% among 91,000; AID 717; in the data active = activation above about 37%; note: values of inactives mirror those of a sister screen read the other way
# Target sequence (P34913 whole entry, looked up): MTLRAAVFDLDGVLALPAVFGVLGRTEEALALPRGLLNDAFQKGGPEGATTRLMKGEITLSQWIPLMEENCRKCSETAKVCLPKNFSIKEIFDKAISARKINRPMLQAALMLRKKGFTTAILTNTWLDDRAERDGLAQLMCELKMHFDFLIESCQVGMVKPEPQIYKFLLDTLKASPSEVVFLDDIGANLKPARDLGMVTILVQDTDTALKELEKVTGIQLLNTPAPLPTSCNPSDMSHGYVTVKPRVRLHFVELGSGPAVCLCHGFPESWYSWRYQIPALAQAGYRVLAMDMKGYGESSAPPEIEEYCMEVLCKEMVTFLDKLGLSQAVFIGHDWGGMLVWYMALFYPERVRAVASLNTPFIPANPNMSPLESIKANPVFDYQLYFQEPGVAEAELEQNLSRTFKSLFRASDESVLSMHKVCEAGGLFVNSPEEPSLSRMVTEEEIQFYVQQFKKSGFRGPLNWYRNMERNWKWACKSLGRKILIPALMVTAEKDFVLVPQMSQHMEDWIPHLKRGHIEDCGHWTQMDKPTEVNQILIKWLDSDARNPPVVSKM
# Smad3 FoxH1 inh: inhibitors of human Smad3 transcription factor binding; P84022; TR-FRET Smad3/Dy647-FoxH1 peptide binding, europium anti-His; inhibition, % at 25 µM; hit rate 0.29% among 88,000;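 active = compounds that reduce the energy-transfer binding signal between the protein and its labelled peptide by more than half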;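 note: 0% = Smad3 plus labelled peptide maximal FRET and 100% = peptide-only background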
# Calb biofilm kill: kills Candida albicans biofilms; C. albicans biofilm + clotrimazole, Alamar Blue; inhibition, % at 6 µM; hit rate 0.14% among 85,000; AID 834;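 active = inhibition above 20%; inactive = inhibition below 20%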;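 note: preformed 24 hr biofilms exposed to compound for 48 hr; 0% = biofilm without compound and 100% = blank killed by clotrimazole plus chlorhexidine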
# ERa coact pot: enhances coactivator binding to human estrogen receptor alpha | P03372 | TR-FRET ERalpha-LBD/SRC-Cy5 coactivator binding, 2 h; 100 = basal binding, no effect | coactivator binding (% of control), % at 25.6 µM | hit rate 1.3% among 86,000 | AID 639; in the data active = activity above about 200%;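 note: binding measured in presence of low estradiol as agonist stimulus; 0% = peptide alone without receptor and 100% = receptor with peptide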
# ERa SRC1 inh: blocks coactivator binding to human estrogen receptor alpha. TR-FRET ER-alpha LBD / SRC-1 peptide, estradiol-bound. P03372. inhibition, % at 25.6 µM. AID 629. hit rate 1.7% among 86,000; in the data active = inhibition above about 50%;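 note: 0% = receptor plus peptide control and 100% = peptide only without receptor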
# HUVEC prolif 384: human endothelial cell proliferation inhibition; HUVEC proliferation, CellTiter-Glo luminescence, 72 h; active compounds read low; viability, % at 10 µM (by protocol); hit rate 1.1% among 86,000; AID 648;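 active = viability at or below 30%; inactive = viability above 30%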;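 note: 100% = median luminescence of DMSO-only cell control wells on each plate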
# Numbers without * were called inactive; . = not tested or not shown; [ ] = another dose, or the depositor's remark.
# Results follow in this order: H69AR inhibit	ERb coact inh	Fibroblast inh	sEH act	Smad3 FoxH1 inh	Calb biofilm kill	ERa coact pot	ERa SRC1 inh	HUVEC prolif 384
(1) CCN1C(=O)/C(=C2/C=CC=CN2C)SC1=S
  108	-6[fluorescence artefact?]	103	25	1	4	125[fluorescence artefact?]	-1[fluorescence artefact?]	104
(2) CC(C)CCNC(=O)c1ccc(CSCc2cccc(F)c2)o1
  99	-1[fluorescence artefact?]	92	-60	5	0	105	5[fluorescence artefact?]	106
(3) Cc1ccc(S(=O)(=O)N2CCN(S(=O)(=O)N(C)C)CC2)c(C)c1
  87	27	98	6	1	7	93	-7	101
(4) O=C(CSc1n[nH]c(-c2cccs2)n1)N1CCN(S(=O)(=O)c2ccccc2)CC1
  76	-1	99	-7	-2	7	115	0	86
(5) O=C(COc1cc(Cl)c(Cl)cc1Cl)NCCN1CCOCC1
  87	2[fluorescence artefact?]	98	-15	-1	7	116	-8	102
(6) CCOC(=O)C1CCCCN1Cc1ccccc1C(F)(F)F (stereo not drawn)
  93	-6	98	.	-2	4	109	-10	95
(7) COC(=O)c1[nH]c(=O)c2ccccc2c1OCc1ccccc1
  87	8	102	10	4	9	110	1	97
(8) CCC(C)(C)n1nnnc1C(c1ccccn1)N1CCCCC1 (stereo not drawn)
  105	-2	102	2	-2	0	113	0[fluorescence artefact?]	102
(9) Oc1ccc(COCc2ccccc2)c2cccnc12
  1.6*	-2[fluorescence artefact?]	14*	-18	-3	0	93	-9	49
(10) Cc1ccc(OCC(=O)NC2=NCCS2)cc1
  93	-11	106	-10	-9	5	115	-14	96
(11) CC(C)C(NS(=O)(=O)c1ccc2c(c1)oc(=O)n2C)C(=O)N1CCN(c2ccccc2F)CC1 (stereo not drawn)
  95	-8	103	15	4	3	139	-8	96
(12) CCOC(=O)N1CCC(NC(=O)C2CCN(S(=O)(=O)N3CCC(C)CC3)CC2)CC1
  90	4[fluorescence artefact?]	101	.	6	11	100	6[fluorescence artefact?]	109
(13) CCC(Sc1nc2n[nH]c(C)c2c(=N)n1-c1cc(Cl)ccc1C)C(=O)N1CCOCC1 (stereo not drawn)
  16*	5	83	.	-7	-2	122	-3	85
(14) CC(C)(C)c1ccc(C(=O)Nc2ccccc2NC(=O)c2ccco2)cc1
  86	7	92	2	8	4	94	2	68
(15) O=C(Cn1nnc2ccccc21)NC1CCCCC1
  104	0	90	-12	-5	2	112	-2	97
(16) Cc1ccc(C2=N/C(=C/c3cccs3)C(=O)N2Nc2ccccc2)cc1
  68	-5	93	6	12	4	99	17	94
(17) O=C(COc1ccc(F)cc1)OCCN1CCOCC1
  91	0	101	3	-9	3	107	1	101
(18) COc1ccc(CCNC(=O)c2c[nH]c3ccccc3c2=O)cc1OC
  71	-4	96	.	0	5	114	-1	84
(19) COC(=O)c1nnc(-c2ccccc2)c(-c2ccccc2)n1
  99	-6	97	-8	5	6	125	-4	96
(20) CCn1cc(S(=O)(=O)CC(=O)N2CCc3ccccc32)c2ccccc21
  91	-3	90	.	3	0	118	4	90
(21) CC(C)CCNC(=O)CN(CCCN1CCOCC1)C(=O)Cn1nnc(-c2ccc(F)cc2)n1
  102	-5	98	.	2	9	119	-6	107
(22) COC(=O)c1c(NC(=O)CN2CCN(C(=O)c3ccco3)CC2)c2c(C)cccc2n1C
  86	-4	102	11	-13[fluorescence artefact?]	-3	98[fluorescence artefact?]	-5	99
(23) COCCCNc1ncnc2sc3c(c12)CCC(C)C3 (stereo not drawn)
  39*	-4	89	0	6	6	105	-1	89
(24) CCOC(=O)N1CCN(C(=O)c2ccc(C#CC3(O)CCCCC3)cc2)CC1
  91	-12	106	-1	4	5	102	-5	103
(25) CCCCSc1nc(O)c(Cc2ccccc2)c(=O)[nH]1
  100	10	95	8	-2	2	105	3	96
(26) Cc1cc(NC(=O)CSc2ccc3nnc(-c4cccnc4)n3n2)no1
  98	-8	100	-5	3	5	83	-2	108
(27) CCCc1nnc(NC(=O)c2cccs2)s1
  102	-5	105	2	-6	5	110	-1	102
(28) CCn1c(SCC(=O)c2ccc(Cl)cc2)nnc1-c1cccs1
  89	-4	100	9	-18	8	96	9	88
(29) O=P(OC1CCS(=O)(=O)C1)(c1ccccc1)c1ccccc1 (stereo not drawn)
  84	5	94	-2	4	8	122	-7[fluorescence artefact?]	93
(30) O=C(Nc1ncc(Br)s1)C(Cc1ccccc1)n1cccc1 (stereo not drawn)
  71	-7	88	-8	13[fluorescence artefact?]	6	83[fluorescence artefact?]	-3[fluorescence artefact?]	46
(31) O=C(O)CCc1ccc(-c2ccc(Br)cc2)n1Cc1ccco1
  84	38	103	-1	-5	4	113[fluorescence artefact?]	49	102
(32) Clc1ccc(OCc2nnc(-c3ccccc3Br)o2)cc1
  106	4[fluorescence artefact?]	107	.	-4	-2	86	9[fluorescence artefact?]	115
(33) Cc1ccc2cccc(Oc3nnnn3-c3ccccc3)c2n1
  74	-2	94	-9	4	-5	100	2	102
(34) O=C(CCN1C(=O)COc2ccccc21)NCCCN1CCN(c2ccccc2F)CC1
  81	2	92	7	-5	6	102	-11	82
(35) Cc1c(C(=O)Nc2ccccc2)oc2c1C(=O)CC(C)(C)C2
  89	-7	92	4	16	4	122	-11	106
(36) C/C(=C(\C#N)C(=O)NCCN1CCOCC1)N(C)C
  101	-1	107	-3	-12	9	115	-20	110
(37) CCOC(=O)Cn1c(=N)n(CCOc2ccc3ccccc3c2)c2ccccc21
  93	6[fluorescence artefact?]	92	10	8	4	84	8	96
(38) CCCc1nc2ccccc2c(=O)n1NC(=O)c1c(O)c2ccccc2[nH]c1=O
  87	27	91	.	8	6	89	32[fluorescence artefact?]	116
(39) COc1ccc(-c2nnn(CC(=O)N(Cc3ccc(F)cc3)C(C(=O)NC3CCCC3)c3ccc(F)cc3)n2)cc1 (stereo not drawn)
  27*	6	12*	2	-1	4	117	4[fluorescence artefact?]	64
(40) Cc1ccc(S(=O)(=O)N2CN(Cc3ccco3)c3nc4ccccc4nc32)cc1
  90	11	98	9	-22[fluorescence artefact?]	-2	88	-1	105
(41) CC(=O)NC(CC(C)C)C(=O)NC(Cc1ccccc1)C(N)=O (stereo not drawn)
  88	-26[fluorescence artefact?]	99	-72	1	9	127	-15	94
(42) O=C(NCc1cn2ccccc2n1)c1ccccc1
  109	-7	98	.	-5	2	116	-7	91
(43) CCC(=O)c1cn(CC(=O)OC)c2ccccc12
  107	16[fluorescence artefact?]	107	-7	-10	-1	95	-7[fluorescence artefact?]	100
(44) O=C(CN1C(=O)C2CCCN2c2ncc(Cl)cc21)NCc1ccc2c(c1)OCO2 (stereo not drawn)
  100	5	101	-6	-2	0	137	9[fluorescence artefact?]	83
(45) Cc1cc(C)n(-c2ccc(C(=O)Nc3ccc(S(=O)(=O)NCc4ccco4)cc3)cc2)n1
  65	-7	87	14	7	8	110[fluorescence artefact?]	-4	58
(46) O=c1c2cnn(-c3ccc(F)cc3)c2ncn1Cc1ccccc1
  82	4[fluorescence artefact?]	98	-3	-3	4	101	-7	98
(47) CCCNC1CCS(=O)(=O)C1 (stereo not drawn)
  99	-9	99	7	8	5	101	-5	101
(48) O=C(CC1COc2ccccc2O1)Nc1ccccn1 (stereo not drawn)
  96	-6	102	-8	-6	8	92	-17	97
(49) O=C(C1CCCCC1)N1CCN(C(=O)C2CCCCC2)CC1
  91	-21	98	-8	3	6	109	-35	95
(50) CCOC(=O)CNC(=O)CSc1nc(NCc2ccccc2)nc(N(C)C)n1
  89	0	100	-5	2	5	98	-2	93
(51) CCCOc1ccc(N)cc1N
  77	99*[fluorescence artefact?]	107	-8	9	.	-3[fluorescence artefact?]	99*[fluorescence artefact?]	85
(52) Cc1ccccc1CNC(=O)c1ccccc1
  107	-33	101	-8	5[fluorescence artefact?]	4	110[fluorescence artefact?]	3	92
(53) Cc1nnc(NC(=O)Cc2ccc(OCc3c(C)noc3C)cc2)s1
  103	-1	97	-6	0[fluorescence artefact?]	8	111[fluorescence artefact?]	-11	106
(54) c1ccc(-c2csc(Nc3ccc4c(c3)OCCO4)n2)cc1
  70	-1	99	17	0	5	91	-4	85
(55) COc1ccc(C)cc1NC(=O)c1cc2c(CO)cnc(C)c2oc1=N
  99	14	105	.	49[fluorescence artefact?]	0	239*[fluorescence artefact?]	-28[fluorescence artefact?]	102
(56) CCCCn1c(SCC(=O)N2CCCC2)nc2c1c(=O)n(C)c(=O)n2C
  87	-4	102	0	15	8	112	11	90
(57) COc1cccc(CN2CCN(C(=O)c3cccc(F)c3)CC2)c1
  97	18	93	-6	10[fluorescence artefact?]	2	118	-6	98
(58) CCCCC(CC)C(=O)Nc1ccc(C#N)cc1 (stereo not drawn)
  99	-3	102	8	7	5	106	1	105
(59) CCOC(=O)c1c(C)oc2c1c(C=NCc1ccccn1)c(O)c1ccccc12
  27*	15	92	.	20	6	102	16[fluorescence artefact?]	48
(60) CCCC(=O)Nc1cc(C)c(NC(=O)Cc2ccccc2)cn1
  102	1	97	-2	13	-3	127	1	97

# Results in Calb biofilm kill, Fibroblast inh and ERa SRC1 inh, for some of the entries so far:
no.	canonical_smiles	Calb biofilm kill	Fibroblast inh	ERa SRC1 inh
50	CCOC(=O)CNC(=O)CSc1nc(NCc2ccccc2)nc(N(C)C)n1	5	100	-2
49	O=C(C1CCCCC1)N1CCN(C(=O)C2CCCCC2)CC1	6	98	-35
53	Cc1nnc(NC(=O)Cc2ccc(OCc3c(C)noc3C)cc2)s1	8	97	-11

# Other entries follow:
# Results follow in this order: H69AR inhibit	ERb coact inh	Fibroblast inh	sEH act	Smad3 FoxH1 inh	Calb biofilm kill	ERa coact pot	ERa SRC1 inh	HUVEC prolif 384
(61) Cc1cccc(OCCCC(=O)Nc2ccc3c(c2)OCO3)c1
  99	3[fluorescence artefact?]	94	-15	7	9	98	8	95
(62) CC(=O)NC(CCS(C)(=O)=O)C(=O)Nc1cccc(C(C)=O)c1 (stereo not drawn)
  105	-9[fluorescence artefact?]	104	8	15	8	116[fluorescence artefact?]	-11	101
(63) Cc1cccc(CN2CCN(CC(=O)NCc3cccs3)C2=O)c1
  99	-18	95	16	4	-4	91	-6	101
(64) CCOc1cc(-c2cc(-c3ccc(N)cc3)nc(N)c2C#N)ccc1O
  3.6*	14	95	-6	2	2	69	17	66
(65) Cc1onc(-c2ccccc2Cl)c1C(=O)NCC1CCCO1 (stereo not drawn)
  105	16	98	-2	-4	6	129	15	98
(66) CC(C)Oc1ccccc1C1CC(=O)Nc2cc3c(cc21)OCCO3 (stereo not drawn)
  27*	-7	55	4	2	7	113	-5	55
(67) Cc1sc2ncnc(NCC(C)(C)N3CCOCC3)c2c1C
  62	-15	98	1	-1	5	143	1	38
(68) CC(C)CCn1c(N2CCOCC2)nc2c1c(=O)n(CC(N)=O)c(=O)n2C
  77	-9	89	4	-3	4	119	-8	97
(69) O=C1c2ccccc2-c2c1nc1c([n+]2[O-])CCCC1
  75	-8	100	1	17	8	111	1[fluorescence artefact?]	97
(70) Cn1c(Cn2cnc(Cl)c2Cl)nc2ccccc21
  113	4[fluorescence artefact?]	104	-7	-16	-2	100	27	99
(71) Cc1nn(C)c(C)c1S(=O)(=O)N1CCC(C(=O)NC2CCCCC2)CC1
  91	5	98	-37	-4	8	100	0	91
(72) Cc1cc(C)n(-c2ccc(C(=O)Nc3ccccn3)cc2)n1
  80	7	98	-1	2	9	97	-6	94
(73) CCOC(=O)C1CCCN(C(=O)CN2C(=O)c3ccccc3C2=O)C1 (stereo not drawn)
  91	-2[fluorescence artefact?]	104	4	-14	-2	113	-3[fluorescence artefact?]	100
(74) O=C(Cn1nnc(-c2ccccc2)n1)N=Nc1c(O)[nH]c2ccccc12
  108	2	101	11	-1	5	116	4	101
(75) O=C(Nc1sccc1C(=O)NCc1ccco1)c1cccnc1
  68	38	104	-4	9	7	87	45	100

# The list is partial; the hit share may differ from the screen's.
